Assay outcomes from PubChem.
K1F lysis inhibition: inhibition of K1F phage lysis, E. coli UTI89, bacterial capsule biogenesis inhibitors, alamar blue (AID 488966). E. coli UTI89 K1F phage lysis, alamar blue, 2 h; higher % means a stronger effect. one-dose inhibition, % at 100 µM; IC50 in µM for titrated hits. 340,000 compounds, 0.02% hits;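 active = phage lysis inhibition, versus mean bacterial control, above a set limit; inconclusive = no clear call, values can overlap the other calls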;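 also: capsule biogenesis inhibitors block K1F phage lysis so surviving cells raise fluorescence; higher fluorescence means more inhibition of phage lysis; actives were called in the ten point dose series up to 300 µM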
KOR beta-arrestin-1: KOR agonists, beta-arrestin recruitment, primary screen, cell-based, luminescence, uHTS (AID 1777) | Kappa-type opioid receptor (Homo sapiens) | KOR beta-arrestin recruitment, luminescence; higher % means a stronger effect | activation, % at 10 µM; hits with a dose series show EC50 in µM | 280,000 compounds, 0.02% hits; in the data active = activation above about 50%, passing the limit was not always enough; also: a part of the inactive calls stands beside numbers as strong as those of hits
Rac1 GTP hydrolysis: MgcRacGAP GTPase-activating activity inhibitors, confirmation, biochemical, ADP Hunter fluorescence; MgcRacGAP-stimulated Rac1 GTP hydrolysis, ADP Hunter fluorescence; higher % means a stronger effect; GST-tagged Rac1 F28L mutant substrate; inhibition, % at 30 µM; hits with a dose series show IC50 in µM; 340,000 compounds, 0.6% hits; AID 624330, 2012;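 active = first-screen hits whose inhibition reached a set limit at any dose in the follow-up dose series; inconclusive = inhibition above the set first-screen limit but never retested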;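 also: fluorescence reports GDP produced by GAP-driven GTP hydrolysis; strong numbers were not always called active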
NTR1 ag: agonists of NTR1, primary screen, imaging, U2OS cells, beta-arrestin-GFP, high content (AID 493036). Neurotensin receptor type 1 (Homo sapiens), P30989. 330,000 compounds, 0.17% hits. activation, % at 20 µM. NTR1-U2OS beta-arrestin-GFP spot imaging, agonist mode;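 active = activation at or above 40% of the spot to cytoplasm intensity ratio, with at least 20 cells analyzed; inconclusive = wells under 20 cells, flagged as cytotoxic or low count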;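 also: 0% = DMSO without peptide and 100% = 100 nM NTR1 peptide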
Target sequence (P30989 whole entry, looked up): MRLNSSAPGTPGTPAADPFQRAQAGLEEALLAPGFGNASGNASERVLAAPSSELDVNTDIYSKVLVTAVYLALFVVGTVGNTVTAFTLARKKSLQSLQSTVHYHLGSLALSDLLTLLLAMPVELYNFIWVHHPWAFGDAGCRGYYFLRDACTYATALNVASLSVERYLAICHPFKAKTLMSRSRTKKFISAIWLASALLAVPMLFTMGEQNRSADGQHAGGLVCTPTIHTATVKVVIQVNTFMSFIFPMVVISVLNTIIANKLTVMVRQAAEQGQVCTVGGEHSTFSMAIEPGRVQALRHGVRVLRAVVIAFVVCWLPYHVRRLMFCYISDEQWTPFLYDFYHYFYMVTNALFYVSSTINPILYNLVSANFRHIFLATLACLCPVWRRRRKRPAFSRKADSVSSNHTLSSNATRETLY
KOR beta-arrestin-2: KOR antagonists, beta-arrestin recruitment, cell-based, luminescence, uHTS (AID 1778); KOR beta-arrestin recruitment, luminescence, antagonist mode; higher % means a stronger effect; inhibition, % at 10 µM; hits with a dose series show IC50 in µM; 290,000 compounds, 0.091% hits; in the data active = inhibition above about 50%; also: strong numbers were not always called active
GPR35 arrestin U2OS: GPR35 antagonists blocking zaprinast-driven arrestin recruitment, primary screen, imaging, U2OS, beta-arrestin-GFP, zaprinast agonist (AID 2058). G-protein coupled receptor 35 (Homo sapiens). U2OS GPR35 beta-arrestin-GFP translocation imaging, zaprinast antagonism; higher % means a stronger effect. inhibition, % at 10 µM, or IC50 in µM where a hit was titrated. 290,000 compounds, 0.052% hits;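 active = inhibition of at least 50% with at least 30 cells and total cytoplasm GFP at most 10,000,000; inconclusive = under 30 cells or total GFP of 10,000,000 plus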
GPR55 activation: GPR55 agonists via beta-arrestin recruitment, primary screen, imaging, U2OS cells, beta-arrestin-GFP redistribution (AID 1961) | activation, % at 10 µM, or EC50 in µM where a hit was titrated | U2OS GPR55 beta-arrestin-GFP redistribution imaging; higher % means a stronger effect | G-protein coupled receptor 55 (Homo sapiens) | 290,000 compounds, 0.048% hits;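 active = activation above 40% with more than 50 cells counted in the well; inconclusive = wells holding fewer than 50 cells, flagged as toxic or sparse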;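 also: U2OS osteosarcoma cells stably expressing GPR55 and beta-arrestin-GFP; plate controls were DMSO negative control for no effect and LPI positive control for full effect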
GPR55 antagonists: GPR55 antagonists blocking LPI-driven arrestin recruitment, primary screen, imaging, U2OS, beta-arrestin-GFP, LPI agonist (AID 2013); U2OS GPR55 beta-arrestin-GFP translocation imaging, LPI antagonism; higher % means a stronger effect; one-dose inhibition, % at 10 µM; IC50 in µM for titrated hits; G-protein coupled receptor 55 (Homo sapiens); 290,000 compounds, 0.13% hits;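 active = spots per cell inhibited over 60%, with over 100 cells counted and total cytoplasm intensity under 500,000; inconclusive = wells with under 100 cells, flagged as likely toxic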;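 also: U2OS cells stably carrying GPR55 and arrestin-GFP stimulated by 5 µM LPI near EC80; imaged beta-arrestin-GFP aggregate spots per cell after agonist stimulation; plate controls were LPI-stimulated DMSO wells for no effect and DMSO wells without LPI for full effect; some results filed as inactive read as strong as hits; confirmed hits need IC50 under 10 µM and bright autofluorescent wells are also inconclusive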
NOD1 inhibition: NOD1 signaling inhibitors, primary screen, cell-based, luminescence, uHTS (AID 1578) | NOD1-driven NF-kB luciferase reporter cells, luminescence; higher % means a stronger effect | inhibition, % at 4 µM; hits with a dose series show EC50 in µM | 290,000 compounds, 1% hits; in the data active = inhibition mostly above about 36%, no sharp cut-off; inactive = mostly below about 34%;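 also: HEK-293T reporter cells stimulated with the NOD1 agonist gamma-tri-DAP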
NTR1 ag cell count 20 µM: also measured in NTR1 ag; calls as there; cell count; measured here: cell count, cytotoxicity flag
* hit, by the source's call; ? = inconclusive; . = not tested or not shown; [ ] = another dose, or the depositor's remark.

Each structure is followed by: K1F lysis inhibition | KOR beta-arrestin-1 | Rac1 GTP hydrolysis | NTR1 ag | NTR1 ag cell count 20 µM | KOR beta-arrestin-2 | GPR35 arrestin U2OS | GPR55 activation | GPR55 antagonists | NOD1 inhibition
C=CCn1c(O)c(C(C)=Nc2cc(OC)ccc2OC)c(=O)[nH]c1=O
→ 0.9% | -0.4% | 14% | -0.3 | 42 | -7% | 20% | -0.1% | 0% | -9%
CN1C(=O)CN=C(c2ccccc2Cl)c2cc(Br)ccc21
→ 0.1% | -0.3% | 11% | 2.1 | 69 | -16%[20 µM] | -10% | -0.3% | -6% | -12%
O=C(Nc1cccc(Cl)c1)c1c(O)c2c(n(Cc3ccccc3)c1=O)CCCC2
→ . | -1.5% | . | . | . | -2% | 7% | -0.1% | 4% | -38%
O=c1[nH]c(=O)n(CCc2ccccc2)c(O)c1C=NCCN1CCNCC1
→ 0.6% | 4.0% | -8% | 1.4 | 44 | -30% | -6% | 0.4% | -7% | -9%
CCOC(=O)C1=C(C)OC(N)=C(C(=O)OCC)[C@@]12C(=O)N(CC(N)=O)c1ccccc12
→ 2.9% | -1.7% | 3% | 0.6 | 43 | 23% | 7% | 0.0% | 10% | 1%
Cc1cccc(C(=O)Nc2ccc3c(c2)CC2(C(=O)N(C)C(=O)N(C)C2=O)C2CCCN32)c1 (centres undefined)
→ 0.5% | 1.8% | 11% | 0.5 | 68 | 6% | -6% | 0.3% | 9% | -30%
CCCCCCn1c(=O)c(C(=O)Nc2ncccc2C)c(O)c2ccccc21
→ 0.4% | -5.3% | 8% | 0.1 | 47 | -31%[20 µM] | -6% | 0.1% | 3% | -30%
NC(N)=N/N=C/c1ccc(N(c2ccccc2)c2ccccc2)cc1
→ -0.1% | -2.9% | 61µM* | 64* | 60* | -3% | 14% | 9.0% | 57% | 11%
CC(c1ccc(F)cc1)n1cc(C(=O)NCc2ccc3c(c2)OCO3)nn1 (centres undefined)
→ 0.0% | 5.0% | 5% | 3.8 | 48 | -17% | 22% | 0.2% | 1% | -10%
Clc1ccc2sc(C3CCNCC3)nc2c1
→ 0.1% | -4.7% | . | -0.5 | 46 | -16% | -14% | -0.1% | 9% | -13%
CCOc1ccc(CN(CCCl)CCCl)cc1C(=O)OC
→ 0.6% | 4.6% | 1% | 5.8 | 43 | -14% | 7% | -0.1% | 10% | 1%
CCCC(C)C1(CC)C(=O)NC(=Nc2ccc(OC)cc2)NC1=O (centres undefined)
→ 0.2% | 0.2% | 9% | -0.1 | 79 | 10% | 1% | 0.4% | 8% | -9%
CN(C)CC1CCCCC1OC(=O)c1ccc(Cl)c(Cl)c1 (centres undefined)
→ -0.1% | -4.1% | -4% | -1.2 | 72 | 1% | 12% | 0.3% | 13% | 8%
CC(C)COc1ccc(C2(C#N)CC[N+](C)(C)CC2)cc1
→ 1.4% | 0.8% | 13% | -0.3 | 43 | -1% | 2% | 0.1% | -21% | 12%
Cc1cc(OC(=O)N(C)C)nc(-c2ccc(C)c(Cl)c2)n1
→ 0.8% | 1.2% | 9% | 1.6 | 52 | 21% | 3% | -0.1% | -10% | -12%
CCCCOP(=O)(OCCCC)/C(C#N)=C(/C)O
→ -0.2% | -5.3% | -1% | 0.8 | 46 | 3% | 17% | -0.2% | 7% | -14%
Cn1c(O)c(C(c2ccccn2)c2c(O)n(C)c(=S)[nH]c2=O)c(=O)[nH]c1=S
→ 0.3% | 1.5% | 8% | 1.1 | 53 | -14% | 1% | -0.1% | 13% | 6%
O=C(Nc1ccc(F)c([N+](=O)[O-])c1)N1C[C@H]2C[C@@H](C1)c1cccc(=O)n1C2
→ 0.2% | 9.8% | 8% | 0.2 | 53 | -56% | 0% | 0.3% | 0% | -23%
CCC(=NCCC(c1ccccc1)c1ccccc1)c1c(O)n(C)c(=O)n(C)c1=O
→ 7.3% | 1.3% | 7% | 11 | 65 | 22% | 1% | -0.5% | 6% | 19%
O=C1NC(=O)C(=Cc2ccccc2Oc2ccc(F)cc2)C(=O)N1
→ -0.8% | 3.2% | -7% | . | . | -16% | -3% | 0.0% | -21% | -12%
O=C(c1ccc(F)cc1)N1CCC2(CC1)OCCO2
→ -0.6% | -0.3% | 16% | 0.9 | 69 | -38%[20 µM] | 8% | -0.2% | 3% | -8%
CCC1(OC(=O)c2ccccc2)CC(C)N(C)CC1C (centres undefined)
→ 0.4% | -3.0% | 11% | -0.5 | 43 | -14% | -1% | 0.2% | -5% | -30%
Cc1ccc(C)c(NC(=S)NCCc2cnc[nH]2)c1
→ 0.2% | 7.3% | 8% | -1.3 | 55 | -17% | 1% | 0.0% | 3% | 8%
CN1CCN(c2cc(N3CCCC3)c([N+](=O)[O-])cc2F)CC1
→ 5.4% | 3.7% | 8% | -2.4 | 94 | -7% | 7% | -0.1% | 18% | .
CN(C)C(=O)Oc1cccc2c(OC(=O)N(C)C)cccc12
→ -1.2% | 0.0% | 6% | 1.1 | 45 | -7% | -7% | 0.2% | 21% | -6%
COc1ccc2c(c1)CC1(CN2C)C(=O)NC(=O)N(c2ccc(C)cc2)C1=O (centres undefined)
→ -0.2% | -5.0% | 5% | -0.3 | 51 | -21% | 5% | 0.2% | 12% | -2%
OC(CNC1CCCCC1)C(F)(F)F (centres undefined)
→ 0.4% | -1.6% | 7% | 1.8 | 38 | 6% | 1% | -0.3% | -2% | -37%
Cc1ccc(/C=C2/C(=O)NC(=O)N(C)C2=O)cc1
→ 0.0% | -1.3% | 13% | -0.2 | 65 | . | 2% | -0.2% | 12% | -33%
Brc1cc2c(cc1CN1CCN(c3ccccc3)CC1)OCCO2
→ 0.1% | -5.0% | 4% | -1.4 | 63 | -30% | 11% | 0.3% | 7% | -4%
CCCC[N+]1(C)C2CC(OC(=O)C(CO)c3ccccc3)CC1C1OC12 (centres undefined)
→ 7.0% | 0.0% | 5% | -2.0 | 71 | 5% | 0% | 0.4% | 0% | -5%
Cc1ccc(Oc2cc(NN3CCCCC3)c([N+](=O)[O-])cc2[N+](=O)[O-])c([N+](=O)[O-])c1
→ 0.5% | 0.5% | 2% | 1.7 | 61 | -30%[20 µM] | -16% | -0.1% | 2% | 13%
Cc1cc(=O)oc2c(C)c(OCC(=O)N3C[C@H]4C[C@@H](C3)c3cccc(=O)n3C4)ccc12
→ 1.9% | -1.7% | 2% | -1.8 | 83 | -40%[20 µM] | -5% | -0.1% | 21% | -17%
CCCCNC(=O)Nc1ccc(C(O)(C(=O)OC)C(F)(F)F)cc1 (centres undefined)
→ -0.1% | 15% | 6% | -0.7 | 95 | 7% | -23% | -0.2% | -8% | -14%
CN[C@@H](C)[C@@H](O)c1ccccc1
→ 4.0% | -6.7% | 6% | 1.8 | 45 | -71%[20 µM] | -3% | -0.1% | -18% | 34%
Nc1c(C(=O)NCc2ccco2)c2nc3ccccc3nc2n1Cc1ccccc1
→ 0.3% | -2.6% | 7% | 1.5 | 82 | -26% | -2% | -0.2% | 6% | -21%
CCN1CCN(Cc2cccnc2)CC1
→ 0.0% | 0.3% | 10% | -0.2 | 66 | -15%[20 µM] | 1% | -0.4% | 5% | -7%
CN1CCN(c2ccc([N+](=O)[O-])c(N/N=C3\CN4CCC3CC4)c2)CC1
→ 11% | 1.9% | 13% | -0.4 | 63 | -19% | 6% | 0.0% | 12% | 9%
Cc1ccc2c(c1)C1CN(C)CCC1N2C(=O)c1cccnc1Cl (centres undefined)
→ 0.5% | . | 6% | -2.0 | 47 | . | 11% | -0.1% | 3% | 2%
CN(C)c1nc(-c2ccccc2)[n+](C)s1
→ -0.1% | 28% | ? | 1.1 | 76 | 13% | 7% | -0.2% | -1% | -9%
C=CCn1c(O)c(C=NC2CCN(Cc3ccccc3)CC2)c(=O)[nH]c1=O
→ -2.4% | -2.5% | -14% | 0.9 | 57 | 18% | 7% | -0.1% | -12% | -4%
CC(Cc1ccccc1)NC(=O)CN1CCCC1=O (centres undefined)
→ 0.5% | -2.1% | -2% | -0.8 | 72 | -6% | 6% | 0.1% | 16% | -18%
COC(=O)c1cc(COc2cc(C)cc3oc(=O)c4c(c23)CCC4)c(C)o1
→ . | 32% | . | . | . | -4% | -1% | 0.2% | 1% | -37%
NCCc1nc2ccccc2s1
→ 0.1% | 9.5% | 4% | 0.0 | 46 | -55% | 4% | -0.2% | 4% | 4%
CC1CCCN(CC(=O)c2ccc(Cl)c(Cl)c2)C1 (centres undefined)
→ 0.1% | -11% | -4% | 2.3 | 37 | -3% | -10% | 0.0% | 11% | -33%
CCN1CCN(C(=O)Cc2ccccc2OC)CC1
→ 0.1% | . | 1% | -1.2 | 73 | -4%[20 µM] | 1% | -0.1% | 9% | 13%
COc1cccc(N2C(=O)NC(=O)C3(Cc4cc(C)ccc4N(C)C3)C2=O)c1 (centres undefined)
→ 0.3% | -2.3% | -1% | 0.7 | 58 | -30% | 12% | -0.3% | 6% | -10%
O=C1NC(=O)C(CCc2ccccn2)(Cc2ccc3c(c2)OCO3)C(=O)N1CCc1ccccc1 (centres undefined)
→ -1.4% | 10% | 1% | 5.0 | 58 | -40% | 8% | 0.0% | -10% | 22%
C=C1C2C[C@H](O)C(C)(C)[C@@]2(O)[C@H](O)C[C@]23C[C@@](C)(O)[C@H](CC[C@H]12)[C@H]3OC(C)=O (some centres undefined)
→ 1.1% | 1.0% | 10% | -1.4 | 104 | -47% | -10% | -0.2% | 3% | 36%
COC(=O)C1=C(N)Oc2c(c(=O)oc3ccccc23)[C@]12C(=O)N(C)c1ccccc12
→ 0.0% | -9.4% | -9% | 0.3 | 65 | -36% | 10% | -0.3% | -5% | 6%
CCN(CC)C(=O)c1ccc(NC(=O)c2cccc(S(=O)(=O)N3CCN(C)CC3)c2)cc1
→ 0.0%[50 µM] | -3.6% | 4% | 0.1 | 67 | -9% | -4% | 0.2% | -12% | 4%

Only part of the results is shown; count on the stated rates, not on these rows.
